TR-FRET SRC-2 ct – TR-FRET signal artefacts, primary screen, artefact control for PPARgamma SRC-2 agonist project, biochemical; TR-FRET artefact counter-screen; active compounds read high; TR-FRET ratio at 8 µM; 0.4% of 200,000 active; AID 1049, 2008; in the data active = TR-FRET ratio above about 2000; also: inactives centre near 1500
Redox H2O2 prof – compounds producing H2O2 with reducing agent – biochemical, NIH compound library profiling, artefact control for MLSCN library redox annotation, primary screen; AID 878, 2007; activation, % at 10 µM; 0.03% of 200,000 active; DTT-dependent redox cycling H2O2, phenol red/HRP absorbance; 100% = 100 µM peroxide control, 0% = buffer;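 active = activation of at least 50% relative to the plate's high and low controls in the primary single-dose screen; inactive = activation below 50%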;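 also: compound incubated with DTT at 0.8 mM final as the reducing agent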
PPARg SRC-2 ag – agonists of PPARg-SRC-2 recruitment, primary screen, biochemical, HTS. activation, % at 8 µM. Peroxisome proliferator-activated receptor gamma (Homo sapiens), P37231. PPARgamma LBD-SRC-2 recruitment. AID 1032, 2008. 0.34% of 200,000 active; in the data active = activation above about 22%;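 also: 0% = vehicle and 100% = reference agonist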
PPARg SRC3 recr – PPARgamma agonists recruiting SRC-3 coactivator, primary screen, biochemical. Peroxisome proliferator-activated receptor gamma (Homo sapiens), P37231. biochemical PPARgamma/SRC-3 coactivator recruitment assay. activation, % at 8 µM. 0.26% of 200,000 active; in the data active = activation above about 23%;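 also: 0% = DMSO and 100% = reference agonist; some compounds past the cut are filed as inactive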
PPARg SRC-1 ag – PPARgamma agonists recruiting SRC-1 coactivator, primary screen, biochemical | Peroxisome proliferator-activated receptor gamma (Homo sapiens), P37231 | PPARgamma-SRC-1 coactivator recruitment biochemical assay | activation, % at 8 µM | 0.41% of 200,000 active | AID 631, 2007; in the data active = activation above about 19%;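 also: 0% = DMSO and 100% = reference agonist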
TLR4-MyD88 BLA – inhibitors of TLR4-MyD88 association in cells, primary screen, cell-based, HeLa CL3-4, BLA complementation, FRET ratio. inhibition, % at 8.4 µM. Toll-like receptor 4 (Homo sapiens) + Myeloid differentiation primary response protein …. AID 861, 2007. HeLa CL3-4 TLR4/MyD88 BLA complementation. 0.18% of 200,000 active; in the data active = inhibition above about 25%;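 also: 0% = vehicle and 100% = reference inhibitor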
bIAP inh – bovine intestinal alkaline phosphatase inhibitors, primary screen, selectivity assay for TNAP inhibitor project, biochemical, bovine IAP, CDP-star luminescence. alkaline phosphatase, intestinal [Bos taurus]. purified bovine IAP, 30 min. inhibition, % at 20 µM. 190,000 tested, under 10 active. AID 1019, 2008;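 active = over 50% inhibition of intestinal alkaline phosphatase at 20 µM in the single-dose screen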
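System: Purified bovine intestinal alkaline phosphatase (IAP) enzyme | Input: IAP diluted 1/65,000,000 in the well | Also added: CDP-star chemiluminescent phosphatase substrate, 30 µM final | Dosing: 20 µM single dose | Times: Enzyme reaction for 30 min at room temperature | Detection: Luminescence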
bIAP act – bovine intestinal alkaline phosphatase activators, primary screen, biochemical, bovine IAP, CDP-star luminescence; purified bovine IAP, 30 min; active compounds read high; fold of DMSO-control signal, blank-subtracted; alkaline phosphatase, intestinal [Bos taurus]; AID 1016, 2008; 0.17% of 200,000 active; activation factor at 20 µM;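 active = activation factor of 2 or more at 20 µM, a signal rise over negative controls twice the positive control's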
S1P3 antag – S1P3 receptor antagonists, primary screen, cell-based. Sphingosine 1-phosphate receptor 3 (Homo sapiens), Q99500. 0.27% of 170,000 active. CHO S1P3 NFAT-BLA reporter, FRET fluorescence, antagonist mode. inhibition, % at 4.98 µM;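 active = inhibition above the plate cutoff, the mean inhibition of test wells on that plate plus 3 SD, cut at about 28% in these data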;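 also: cells challenged with S1P at its EC80 of 0.8 µM; blue over green emission ratio from cleaved BLA substrate after 4 h stimulation; 0% = S1P-stimulated wells and 100% = unstimulated DMSO-only wells; some compounds past the cut are filed as inactive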
Target sequence (Q99500 whole entry, looked up): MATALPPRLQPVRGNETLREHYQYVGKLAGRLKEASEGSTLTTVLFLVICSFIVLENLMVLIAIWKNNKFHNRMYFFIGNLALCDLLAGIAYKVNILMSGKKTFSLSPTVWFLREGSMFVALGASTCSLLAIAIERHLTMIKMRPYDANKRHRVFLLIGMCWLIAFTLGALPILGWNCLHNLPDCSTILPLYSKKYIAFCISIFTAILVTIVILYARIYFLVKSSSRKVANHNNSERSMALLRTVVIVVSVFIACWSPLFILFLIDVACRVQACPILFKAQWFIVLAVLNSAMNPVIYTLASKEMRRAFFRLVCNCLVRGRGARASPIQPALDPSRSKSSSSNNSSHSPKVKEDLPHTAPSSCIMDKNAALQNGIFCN
L major viab – Leishmania major promastigote growth inhibition, primary screen; Leishmania major promastigotes, resazurin fluorescence viability; inhibition, % at 10 µM; 9% of 200,000 active; AID 1063, 2008; in the data active = inhibition above about 50%;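 also: promastigotes grown with compound for 44 hours at 28 °C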
ROMK mod – ROMK potassium channel modulators, primary screen, cell-based, thallium flux, MLSMR library; AID 1918, 2009; 2% of 130,000 active; Tet-inducible ROMK, thallium flux fluorescence; actives lie on both sides; B-score at 10 µM;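 active = signal ratio slope over the read window, or its plate-corrected B-score, at least 3 SD from the plate mean, either direction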;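 also: B-score of the F/F0 ratio slope over 7 to 12 s after thallium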
Target sequence (P48048 whole entry, looked up): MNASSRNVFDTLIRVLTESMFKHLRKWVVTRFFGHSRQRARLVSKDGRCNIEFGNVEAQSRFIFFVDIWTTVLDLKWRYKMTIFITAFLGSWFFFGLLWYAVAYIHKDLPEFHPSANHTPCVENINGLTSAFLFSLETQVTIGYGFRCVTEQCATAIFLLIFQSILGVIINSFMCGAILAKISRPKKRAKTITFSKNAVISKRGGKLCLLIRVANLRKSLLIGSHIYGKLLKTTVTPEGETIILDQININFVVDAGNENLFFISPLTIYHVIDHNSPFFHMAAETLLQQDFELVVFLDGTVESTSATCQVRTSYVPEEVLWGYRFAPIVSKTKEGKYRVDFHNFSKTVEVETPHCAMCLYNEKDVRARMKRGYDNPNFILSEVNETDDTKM
The depositor's hits bear a star; x = no result given.

| entry | Structure | TR-FRET SRC-2 ct | Redox H2O2 prof | PPARg SRC-2 ag | PPARg SRC3 recr | PPARg SRC-1 ag | TLR4-MyD88 BLA |
| --- | --- | --- | --- | --- | --- | --- | --- |
| 1 | O=C(Nc1ccc(Cl)cc1)c1csc(Cc2ccccc2)n1 | 1347 | -1.7 | 2 | 3 | -4 | -4 |
| 2 | CCO[C@H]1OC(C(=O)NCc2ccccc2)=C[C@@H](C)[C@@H]1CCCO | 1534 | -0.6 | 1 | -3 | 0 | -5 |
| 3 | Cc1cc(C(=O)N/N=C2/CC(C)CC(C)(C)C2)c(C)o1 (stereo not drawn) | 1564 | -0.4 | -1 | 1 | -2 | -1 |
| 4 | CCOc1ccc(NC(=S)Nc2cccc3cnccc23)cc1 | 1547 | -0.1 | 5 | 1 | 5 | 1 |
| 5 | CCOCCCn1c(=S)[nH]c2cc(C(=O)NCC(OC)OC)ccc2c1=O | 1651 | -0.2 | 0 | 4 | -9 | -2 |
| 6 | Cc1nn(-c2ccccc2Cl)c(Cl)c1/C=C(\C#N)C(N)=O | 1402 | -0.3 | 3 | 1 | -1 | 14 |
| 7 | CCOc1cc(/C=N/O)ccc1OS(=O)(=O)c1ccc(C)cc1 | 1496 | 1.7 | -1 | 4 | 2 | -8 |
| 8 | O=C(Nc1nnc(-c2ccccc2Cl)o1)c1ccco1 | 1446 | -1.3 | 5 | -1 | -3 | -4 |
| 9 | COc1ccc(C(=O)C2CCCN(Cc3c(C)[nH]c4ccccc34)C2)c(OC)c1 (stereo not drawn) | 1563 | -1.2 | 5 | 1 | 8 | -7 |
| 10 | COCCCNC(=O)NC(=O)c1ccccc1 | 1424 | -0.2 | 6 | 4 | 7 | 3 |
| 11 | O=C(NCc1cccs1)c1cc(-c2cccc(Cl)c2)on1 | 1545 | 0.2 | 8 | 11 | -3 | 8 |
| 12 | CCCCCCOc1ccc(OC(=O)c2ccncc2)cc1 | 1660 | -0.7 | 4 | 9 | 5 | -3 |

| entry | bIAP inh | bIAP act | S1P3 antag | L major viab | ROMK mod |
| --- | --- | --- | --- | --- | --- |
| 1 | 18 | 0.8 | 2 | 0 | -0.32 |
| 2 | -4 | 1 | -7 | -1 | x |
| 3 | 6 | 0.9 | 2 | -7 | -0.3 |
| 4 | 22 | 0.8 | -2 | 9 | 0.21 |
| 5 | 16 | 0.8 | 9 | -10 | -0.66 |
| 6 | 23 | 0.8 | -9 | 46 | -1.8 |
| 7 | 26 | 0.7 | x | 10 | -0.65 |
| 8 | 8 | 0.9 | 10 | -2 | x |
| 9 | -1 | 1 | 10 | 97* | 1.2 |
| 10 | 6 | 0.9 | -12 | -9 | 0.34 |
| 11 | 30 | 0.7 | 5 | -7 | -0.013 |
| 12 | 5 | 1 | x | -2 | x |

Arranged by value in Redox H2O2 prof (largest number first): some entries from above
no. | SMILES | Redox H2O2 prof
2 | CCO[C@H]1OC(C(=O)NCc2ccccc2)=C[C@@H](C)[C@@H]1CCCO | -0.6
12 | CCCCCCOc1ccc(OC(=O)c2ccncc2)cc1 | -0.7
8 | O=C(Nc1nnc(-c2ccccc2Cl)o1)c1ccco1 | -1.3

Next part.
| entry | Structure | TR-FRET SRC-2 ct | Redox H2O2 prof | PPARg SRC-2 ag | PPARg SRC3 recr | PPARg SRC-1 ag | TLR4-MyD88 BLA |
| --- | --- | --- | --- | --- | --- | --- | --- |
| 13 | Cc1ccc(C(=O)N2CCN(S(=O)(=O)c3ccc(C)cc3)CC2)cc1 | 1553 | -1.1 | 5 | 4 | 9 | -6 |
| 14 | CCC(C)(C)NC(=O)C(c1ccncc1)N(C(=O)Cn1nnc2ccccc21)c1cc2c(cc1C(C)=O)OCO2 (stereo not drawn) | 1514 | 0.0 | 3 | 0 | 1 | -6 |
| 15 | CCOC(=O)C1=C(C)Nc2ncnn2C1c1cc(OC)ccc1OC (stereo not drawn) | 1448 | 3.0 | -1 | 0 | 1 | 1 |
| 16 | O=C(O)CCCC(=O)N1N=C(c2ccccc2)CC1c1ccc2nccnc2c1 (stereo not drawn) | 1718 | -0.5 | 13 | 2 | 6 | -1 |
| 17 | Cn1c(/C(C#N)=C2/CCCCCN2)nc2ccccc21 | 1733 | -0.6 | 3 | -1 | 16 | -10 |
| 18 | Cc1cc(Cl)ccc1OCC(=O)NC(=S)Nc1ccccc1N1CCOCC1 | 1569 | 0.1 | 0 | -2 | 2 | 14 |
| 19 | COc1ccc(NC(=O)CSc2nnc(Cn3c(=O)sc4ccccc43)n2C)cc1 | 1462 | 0.0 | -3 | 6 | 5 | 3 |
| 20 | COc1ccccc1-n1c(=S)[nH]c2c(sc(=S)n2-c2ccccc2)c1=O | 1428 | -0.5 | -10 | 3 | 3 | 0 |
| 21 | COc1ccc(C(NC(=O)c2ccccc2F)NC(=O)c2ccccc2F)cc1 | 1528 | 0.5 | 0 | 4 | -2 | -7 |
| 22 | COc1ccc2c(c1)-c1c(sn(-c3ccc(OC)c(OC)c3)c1=S)C(C)(C)N2 | 1335 | 5.9 | 0 | 0 | 5 | -6 |
| 23 | Cn1c(=O)[nH]c(=O)c2c1nc(N1CCOCC1)n2CCc1ccccc1 | 1827 | 0.6 | -2 | -3 | 10 | -2 |

| entry | bIAP inh | bIAP act | S1P3 antag | L major viab | ROMK mod |
| --- | --- | --- | --- | --- | --- |
| 13 | 6 | 0.9 | 2 | 12 | -1 |
| 14 | -2 | 1 | -19 | -5 | -0.15 |
| 15 | 13 | 0.9 | 0 | -3 | x |
| 16 | 4 | 1 | -7 | -3 | 0.36 |
| 17 | 11 | 0.9 | x | 34 | -2.2 |
| 18 | -3 | 1 | 16 | -1 | x |
| 19 | -2 | 1 | -32 | -3 | x |
| 20 | 9 | 0.9 | -9 | -5 | 0.26 |
| 21 | 8 | 0.9 | -8 | -4 | x |
| 22 | 10 | 0.9 | x | 19 | 0.4 |
| 23 | -5 | 1 | 1 | -3 | -0.041 |

Entries of single compounds, looked up by structure:
Record of CCC(C)(C)NC(=O)C(c1ccncc1)N(C(=O)Cn1nnc2ccccc21)c1cc2c(cc1C(C)=O)OCO2 (stereo not drawn) → TR-FRET SRC-2 ct: 1514; Redox H2O2 prof: 0.0; PPARg SRC-2 ag: 3; PPARg SRC3 recr: 0; PPARg SRC-1 ag: 1; TLR4-MyD88 BLA: -6; bIAP inh: -2; bIAP act: 1; S1P3 antag: -19; L major viab: -5; ROMK mod: -0.15
Record of Cc1ccc(C(=O)N2CCN(S(=O)(=O)c3ccc(C)cc3)CC2)cc1 → TR-FRET SRC-2 ct: 1553; Redox H2O2 prof: -1.1; PPARg SRC-2 ag: 5; PPARg SRC3 recr: 4; PPARg SRC-1 ag: 9; TLR4-MyD88 BLA: -6; bIAP inh: 6; bIAP act: 0.9; S1P3 antag: 2; L major viab: 12; ROMK mod: -1
Record of Cn1c(=O)[nH]c(=O)c2c1nc(N1CCOCC1)n2CCc1ccccc1 → TR-FRET SRC-2 ct: 1827; Redox H2O2 prof: 0.6; PPARg SRC-2 ag: -2; PPARg SRC3 recr: -3; PPARg SRC-1 ag: 10; TLR4-MyD88 BLA: -2; bIAP inh: -5; bIAP act: 1; S1P3 antag: 1; L major viab: -3; ROMK mod: -0.041

Screening data deposited in PubChem BioAssay by several laboratories.
